ABCG2 inh – ABCG2 efflux pump inhibitors, primary screen, multiplex with ABCB1, IgMXP3 cells, flow cytometry. 190,000 tested, 0.1% active. inhibition, % at 6.6 µM. JC-1 efflux;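 active means inhibition above 80%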;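 further: 0% = DMSO and 100% = nicardipine control wells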
Target sequence (Q9UNQ0 whole entry, looked up): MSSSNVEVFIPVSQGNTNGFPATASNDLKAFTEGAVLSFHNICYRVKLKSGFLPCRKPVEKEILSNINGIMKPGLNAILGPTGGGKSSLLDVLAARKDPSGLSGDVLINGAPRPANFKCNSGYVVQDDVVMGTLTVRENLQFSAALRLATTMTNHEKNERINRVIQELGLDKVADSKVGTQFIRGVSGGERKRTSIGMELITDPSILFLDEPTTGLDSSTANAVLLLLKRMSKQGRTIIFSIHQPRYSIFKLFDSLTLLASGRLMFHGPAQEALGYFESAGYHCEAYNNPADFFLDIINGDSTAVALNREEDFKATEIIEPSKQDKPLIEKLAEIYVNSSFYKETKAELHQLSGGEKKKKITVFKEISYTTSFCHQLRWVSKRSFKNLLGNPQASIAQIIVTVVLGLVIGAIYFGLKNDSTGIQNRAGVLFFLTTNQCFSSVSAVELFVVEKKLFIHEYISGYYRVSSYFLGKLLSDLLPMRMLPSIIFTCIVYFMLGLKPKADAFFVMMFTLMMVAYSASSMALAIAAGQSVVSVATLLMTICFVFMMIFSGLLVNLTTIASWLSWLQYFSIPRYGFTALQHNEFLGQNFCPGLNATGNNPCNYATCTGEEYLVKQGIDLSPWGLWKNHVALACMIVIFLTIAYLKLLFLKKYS
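material = IgMXP3 (ABCG2) plus far-red-tagged CCRF-Adr (ABCB1) cells | amount = 3 million cells/mL, equal mix of both lines | also added = JC-1 transporter substrate | dosing = one concentration, 6.6 µM final | schedule = 10 min at 25 °C | measured by = flow cytometric JC-1 green MFI at 530 nm | read-out basis = percent efflux inhibition, scaled nicardipine 100% to DMSO 0%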
Bim-Bfl-1 – inhibitors of Bim binding to Bfl-1, primary screen, biochemical, multiplexed, bead-based flow cytometry; Bcl-2-related protein A1 (Homo sapiens), Q16548; Bim-Bfl-1 binding inhibition; inhibition, % at 10 µM; 190,000 tested, 0.12% active;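 further: 0% = wells without compound plus tracer and 100% = blocker peptide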
ABCB1 block – ABCB1 efflux pump inhibitors, primary screen, cell-based, multiplex, flow cytometry, ABCG2 counter-screen | 190,000 tested, 0.067% active | inhibition, % at 6.6 µM | CCRF-Adr cells, JC-1 efflux; in the data active means inhibition above about 40%;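 further: 0% = vehicle and 100% = reference inhibitor; higher value means more JC-1 retained so stronger ABCB1 efflux block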
RGS7-Gao – RGS7-Galphao binding modulators, primary screen, biochemical, multiplexed bead flow cytometry; 220,000 tested, 0.35% active; Guanine nucleotide-binding protein G(o) subunit alpha (Homo sapiens), P09471; binding response (% of control), % at 10 µM; actives lie on both sides; AID 1439, 2008; in the data active means binding response below about 49% or above about 150%; inconclusive means no clear call, values can overlap the other calls; inactive means in between;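 further: fluorescent Galphao held in activated GDP-AlF4 state binding bead-coupled RGS7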
Bcl-W Bim block – inhibitors of Bim binding to Bcl-W, primary screen, biochemical, multiplexed, bead-based flow cytometry. Bcl-2-like protein 2 (Homo sapiens), Q92843. Bim peptide-Bcl-W binding. inhibition, % at 10 µM. 190,000 tested, 0.02% active. AID 952, 2007;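 further: 0% = bound tracer without compound and 100% = peptide blocker; higher means less fluorescent Bim peptide bound to Bcl-W beads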
Target sequence (Q92843 whole entry, looked up): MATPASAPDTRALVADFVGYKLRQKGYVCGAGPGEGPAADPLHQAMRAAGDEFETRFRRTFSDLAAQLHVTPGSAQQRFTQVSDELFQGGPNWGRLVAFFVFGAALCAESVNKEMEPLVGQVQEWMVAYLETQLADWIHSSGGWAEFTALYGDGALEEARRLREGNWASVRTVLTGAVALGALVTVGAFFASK
Bim-Bcl-B – inhibitors of Bim-Bcl-B binding, primary screen, biochemical, multiplexed, human Bcl-2 family; Bcl-2-like protein 10 (Homo sapiens), Q9HD36; bead-based flow cytometry, Bim peptide-Bcl-B binding; inhibition, % at 10 µM; 190,000 tested, 0.073% active;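 further: 0% = tracer peptide without compound and 100% = reference inhibitor peptide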
Bim-Bcl-XL – inhibitors of Bim-Bcl-XL binding, primary screen, biochemical, multiplexed, bead flow cytometry, human Bcl-XL; Bcl-2-like protein 1 (Homo sapiens), Q07817; Bim peptide-Bcl-XL binding, fluorescence; inhibition, % at 10 µM; 190,000 tested, 0.04% active
RGS4-Gao reg – modulators of RGS4 binding to Galphao, primary screen, biochemical, multiplexed bead flow cytometry | actives lie on both sides | binding response (% of control), % at 10 µM | 220,000 tested, 0.33% active | AID 1415, 2008; in the data active means binding response below about 49% or above about 150%; inactive means in between;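 further: fluorescent Galphao activated with aluminum fluoride binding bead-coupled RGS4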
Avidin bead fluor – green autofluorescence of compounds with avidin beads – biophysical, 488/530 nm, flow cytometry, artefact control, profiling panel; 220,000 tested, 0.38% active; compound fluorescence 488/530 nm; stronger effect = higher value; AID 1775, 2009; fluorescence (KMESF) at 10 µM; in the data active means fluorescence above about 47; further: inactives centre near 10
GSH fluor – compound fluorescence on glutathione beads, profiling panel, artefact control, biophysical, 488/530 nm, flow cytometry | 190,000 tested, 0.25% active | AID 1776, 2009 | fluorescence (KMESF) at 10 µM | GSH beads flow cytometry, compound fluorescence 488/530 nm; stronger effect = higher value; in the data active means fluorescence above about 89;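 further: glutathione beads carrying GST-tagged Bcl family fusion proteins plus one bare bead set; values are compound well signal with DMSO vehicle wells as background; inactives centre near 16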
Bcl-2 Bim block – inhibitors of Bim-Bcl-2 binding, primary screen, biochemical, multiplexed, human Bcl-2 family; Apoptosis regulator Bcl-2 (Homo sapiens), P10415; inhibition, % at 10 µM; Bead-based flow cytometry, Bim peptide-Bcl-2 binding; 190,000 tested, 0.06% active; in the data active means inhibition above about 40%; inconclusive means no clear call, values can overlap the other calls;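 further: 0% = no compound wells with probe peptide and 100% = reference peptide inhibitor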
Target sequence (P10415 whole entry, looked up): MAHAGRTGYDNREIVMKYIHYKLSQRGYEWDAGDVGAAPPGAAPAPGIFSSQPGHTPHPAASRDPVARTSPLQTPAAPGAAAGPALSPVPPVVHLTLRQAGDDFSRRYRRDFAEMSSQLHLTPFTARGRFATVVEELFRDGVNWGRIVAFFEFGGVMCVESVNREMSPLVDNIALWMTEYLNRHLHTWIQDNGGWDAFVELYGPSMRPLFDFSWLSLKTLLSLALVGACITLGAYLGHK
* = called active by the depositor; ? = inconclusive. Unless noted, no stated cut-off is given here; in the data, active means inhibition above about 40%.

SMILES	ABCG2 inh	Bim-Bfl-1	ABCB1 block	RGS7-Gao	Bcl-W Bim block	Bim-Bcl-B	Bim-Bcl-XL	RGS4-Gao reg	Avidin bead fluor	GSH fluor	Bcl-2 Bim block
Cc1ccc(/C=C/c2nc3ccccc3s2)s1	0	-12	-0.1	94	0	-9	-9	95	8	33	-9
COc1ccc(-c2cnnn2-c2ccc(NC(=O)/C=C/c3ccc(OC)c(OC)c3)cc2)cc1	-7	-9	0.9	90	0	-5	-5	88	9	17	-13
COc1ccc(N(C(=O)c2ccco2)S(=O)(=O)c2ccccc2)cc1	1	-5	0.5	101	1	-3	-2	100	5	16	-1
O=C(O)Cn1cc(/C=C2\SC(=O)N(c3ccccc3)C2=O)c2ccccc21	-1	-3	-0.4	100	-5	-2	-2	100	6	21	-4
CCC(=O)N(Cc1cc2cc(OC)ccc2[nH]c1=O)c1cccc(C)c1	4	-9	1.3	100	-3	-8	-4	98	34	46	-5
CCOC(=O)c1c(-c2ccccc2)oc2ccc(O)c(CN3CCOCC3)c12	29	-15	2.2	103	0	-6	-10	107	15	35	-7
Cc1[nH]c2ccccc2c1C(=O)COC(=O)c1c(-c2ccccc2)noc1C	12	0	-0.4	95	-1	-2	-5	100	12	3	-1
CCOC(=O)Cn1nnnc1CN(Cc1ccc(OC)cc1)Cc1cc2cc(C)cc(C)c2[nH]c1=O	2	2	3.0	97	9	4	6	93	6	9	5
C/C(N)=C(/C#N)C(=O)CSc1nnnn1-c1ccc(C)cc1	2	-8	0.0	105	4	-6	-3	103	9	11	-7
Nc1c(C(=O)OCC2CCCO2)c2nc3ccccc3nc2n1-c1ccc2c(c1)OCCO2 (stereo not given)	1	3	0.9	104	4	4	1	99	27	41	4
CCc1c(C)c2cc(Cl)c(O)c(CN3CCCCC3)c2oc1=O	2	1	0.7	102	-1	0	1	106	16	23	2
COc1ccccc1-n1cc(CN2CCN(CC(C)C)C(CCO)C2)cn1 (stereo not given)	0	-10	0.2	101	-1	-8	-1	103	12	13	-7
COc1ccc(C(=O)N=c2sccn2C)cc1	4	7	0.6	103	0	6	1	105	14	15	4
Cc1cccc(C)c1NC(=O)CSCc1cccc(CSCC(=O)Nc2c(C)cccc2C)n1	5	-9	0.9	99	1	-10	-8	100	14	42	-10
CCS(=O)(=O)Nc1cc(-c2nc3cccnc3s2)ccc1C	-1	-7	-0.9	99	3	-5	-3	98	8	17	-4

Shown bar-delimited: part of the list above.
SMILES | ABCG2 inh | Bim-Bfl-1 | ABCB1 block | RGS7-Gao | Bcl-W Bim block | Bim-Bcl-B | Bim-Bcl-XL | RGS4-Gao reg | Avidin bead fluor | GSH fluor | Bcl-2 Bim block
Cc1[nH]c2ccccc2c1C(=O)COC(=O)c1c(-c2ccccc2)noc1C | 12 | 0 | -0.4 | 95 | -1 | -2 | -5 | 100 | 12 | 3 | -1
CCOC(=O)Cn1nnnc1CN(Cc1ccc(OC)cc1)Cc1cc2cc(C)cc(C)c2[nH]c1=O | 2 | 2 | 3.0 | 97 | 9 | 4 | 6 | 93 | 6 | 9 | 5
C/C(N)=C(/C#N)C(=O)CSc1nnnn1-c1ccc(C)cc1 | 2 | -8 | 0.0 | 105 | 4 | -6 | -3 | 103 | 9 | 11 | -7
Nc1c(C(=O)OCC2CCCO2)c2nc3ccccc3nc2n1-c1ccc2c(c1)OCCO2 (stereo not given) | 1 | 3 | 0.9 | 104 | 4 | 4 | 1 | 99 | 27 | 41 | 4
CCc1c(C)c2cc(Cl)c(O)c(CN3CCCCC3)c2oc1=O | 2 | 1 | 0.7 | 102 | -1 | 0 | 1 | 106 | 16 | 23 | 2

Further entries follow:
SMILES	ABCG2 inh	Bim-Bfl-1	ABCB1 block	RGS7-Gao	Bcl-W Bim block	Bim-Bcl-B	Bim-Bcl-XL	RGS4-Gao reg	Avidin bead fluor	GSH fluor	Bcl-2 Bim block
COc1cccc(NC(=O)Nc2cccnc2)c1	19	-3	0.5	98	0	-5	-2	96	6	22	-2
CCCCN(CC)C(=O)CSc1nc2n[nH]c(C)c2c(=N)n1-c1cccc(C)c1	2	-2	0.0	98	1	-3	-1	102	26	6	-2
CC(C)C(=O)N(Cc1ccc2c(c1)OCO2)Cc1ccccn1	5	-10	0.5	96	1	-7	-7	95	6	5	-4
O=C(NNC(=S)Nc1ccccc1)c1ccccc1[N+](=O)[O-]	12	-2	-3.7	103	-4	-46	-12	106	11	13	-6
O=C(Nc1ccc(S(=O)(=O)NCC2CCCO2)cc1)c1cnccn1 (stereo not given)	1	-6	0.2	100	-3	-5	-1	101	10	15	-3
COc1ccc(NC(=O)C(C)Sc2ccccc2)cc1 (stereo not given)	0	-10	-0.2	97	5	-6	9	93	12	50	0
CNCCCOc1ccc(C)cc1Br	1	-13	0.4	93	3	-7	7	93	9	54	-8
CC(C)CC(c1nnnn1Cc1ccc(F)cc1)N1CCC(C(N)=O)CC1 (stereo not given)	0	0	0.4	101	-2	-4	-3	101	22	13	-2
CC(C)Oc1ccc(C2c3c(oc4ccccc4c3=O)C(=O)N2CCCN2CCOCC2)cc1 (stereo not given)	1	-1	1.2	103	1	-5	-6	101	9	51	-7
CCC(C(=O)Nc1cccc(C(=O)O)c1C)c1ccccc1 (stereo not given)	-2	-5	0.1	89	0	1	0	89	9	11	0
Cc1ccc(C(=O)N/C(=C/c2cccc([N+](=O)[O-])c2)C(=O)NCC2CCCO2)cc1 (stereo not given)	13	-3	1.1	110	0	-2	-2	103	9	21	-1
Cc1ccccc1NC(=O)Nc1nnc(Cc2ccc([N+](=O)[O-])cc2)s1	2	20	-0.1	97	10	18	17	98	12	9	18
CCN1CCN(CC(O)COc2ccc(C)c(C)c2)CC1 (stereo not given)	0	-13	-0.2	107	-1	-9	-4	104	9	8	-11
CCC(CC(C)(C)O)C(=O)NNC(=S)Nc1ccccc1 (stereo not given)	1	-3	0.2	101	-4	-14	-4	99	11	13	-6
CC1(C)C([N+](=O)[O-])C(c2ccccc2O)NC(c2ccccc2O)C1[N+](=O)[O-] (stereo not given)	2	-4	1.4	101	1	-1	-2	101	8	9	-2
CCCC[n+]1ccn(C2=C([O-])c3ccccc3C(=O)/C2=N\S(=O)(=O)c2ccccc2)c1	3	-2	0.6	97	-4	-4	-5	99	10	13	-4
CCOC(=O)C1=C(N2CCCCC2)c2cc3c(n2C1=O)CCCC3	10	-9	1.3	94	1	-7	-4	97	8	12	-8
CCc1n(CC(O)COC2CCCCC2)c2ccccc2[n+]1C (stereo not given)	3	4	0.8	98	1	0	1	102	8	20	0
CCOc1ccc2c(c1)cc(CN(C(=O)CC)C1CCCCC1)c1nnnn12	3	-11	0.8	92	1	-5	-6	95	6	38	-5
COc1ccc(-c2cnnc(N/N=C/c3ccc(O)c(OC)c3)n2)cc1	10	-9	0.2	84	-5	-1	0	90	3	15	0
CC(=O)c1cccc(-n2nnnc2SCC(=O)NNC(=O)C(C)C)c1	1	-6	-0.1	109	-1	0	1	101	10	14	-3
Cc1ccc(-n2ncc3c2ncn2c(C)nnc32)cc1C	7	-3	0.5	107	4	-5	3	105	36	11	1
Cc1nn(C(C)C(=O)N2CCOCC2)c(C)c1[N+](=O)[O-] (stereo not given)	-1	-5	0.2	98	-5	-10	-10	98	23	11	-6
COC(=O)c1ccc(C2c3c(oc4ccc(F)cc4c3=O)C(=O)N2CCO)cc1 (stereo not given)	0	-11	0.0	107	2	-6	-3	105	6	56	-4
Brc1ccc(C2=NC(Cc3ccccc3)CO2)cc1 (stereo not given)	3	2	0.8	98	1	1	0	99	10	18	2
CCOC(=O)c1cccc(NC(=O)N[C@@H](C)C(=O)OC)c1	1	-13	0.4	103	4	-7	13	102	6	34	-8
CCOC(=O)C1CCN(C(c2ccc(OC)c(OC)c2)c2sc3nc(C)nn3c2O)CC1 (stereo not given)	1	-12	0.6	101	0	-7	-3	97	7	26	-8
C[C@@H](C(=O)OCC(=O)NCCc1ccc(S(N)(=O)=O)cc1)N1C(=O)C2CCCCC2C1=O (stereo not given in full)	0	-3	-0.1	101	-3	-3	-3	104	10	12	-3
CN1CCN(CCCNC(=O)c2ccc(/C=C3\Sc4ccccc4N(Cc4ccc(F)cc4)C3=O)cc2)CC1	5	-4	2.3	89	-1	-1	-2	97	7	19	-3
COC(=O)c1cccc(C(=O)Nc2ccc(C)cc2Br)n1	10	-12	1.5	95	0	-7	-4	97	11	11	-13
Cc1c(NC(=O)CSc2nc3ccccc3s2)c(=O)n(-c2ccccc2)n1C	2	-9	0.4	94	1	-13	-3	94	4	57	-8
O=C(NCCNc1ccc2ccccc2c1)c1cccn2c(=O)c3sccc3nc12	0	4	1.0	?	6	-1	2	103	14	11	4
Cc1cc(C(=O)NCc2cccs2)c(C)o1	-1	-2	-0.3	95	-1	-1	-3	90	0	33	0
OC(CN1CCN(Cc2ccccc2)CC1)c1ccc(F)cc1 (stereo not given)	-1	-1	9.2	101	-4	-5	-4	99	2	19	-4
Cc1cc(/C=N/NC(=O)c2ccc(O)cc2)c(C)n1C1CC1	3	5	0.2	94	4	12	1	100	11	12	6
Cc1cc(NC(=O)CSc2nnc(C)c(=O)[nH]2)no1	-1	-8	-0.2	105	-1	-7	-3	109	4	19	-5
COC(=O)c1ccc(-n2nnnc2SCC(=O)Nc2cc(OC)ccc2OC)cc1	41	24	1.0	105	8	13	14	101	20	22	19
CN(CC(=O)NC1CCCC1)S(=O)(=O)c1cnc[nH]1	0	-6	0.2	98	-6	-7	-5	100	11	16	-3
c1ccc(OCc2nnc3n2N=C(c2ccccc2)CS3)cc1	5	25	-0.6	?	-10	-55	-22	96	8	16	-7
c1ccc(SCc2cn3cccnc3n2)nc1	6	-4	1.5	?	3	6	0	101	14	13	-1
CCc1cc2c(=O)c(-n3cnc4ccccc43)coc2cc1O	2	-1	0.0	104	-7	-5	-5	111	16	14	0
Cc1ccc(C(=O)Nc2nc(C)c(C(=O)Nc3ccc4c(c3)CCC4)s2)cc1	-1	-3	-7.7	101	-3	-9	-6	101	14	12	0
N#CC1=C(N)SC(N)=C(C#N)C1c1ccc([N+](=O)[O-])cc1	-4	8	-0.6	102	-4	-10	-12	93	3	10	0
Cc1cccc(Nc2ccccc2C(=O)OCC(=O)N2CCOCC2)c1C	3	-5	1.4	98	0	1	-1	95	20	55	0
COC(=O)c1ccc(COc2ccccc2/C=C(\C#N)C(=O)NC(C)C)cc1	4	0	-0.1	97	-2	-3	-2	95	6	11	-3
COC(=O)c1sc(NC(=S)NC(=O)c2ccccc2F)nc1C	-2	-4	-1.0	96	-5	-3	-1	98	12	15	-4
CCC(=O)Nc1c2c(nn1-c1ccc(C)cc1C)CSC2	0	0	0.1	106	-2	-3	1	105	37	20	-1
CCOc1ccccc1NC(=O)CN(Cc1ccccc1)S(C)(=O)=O	18	-2	2.3	97	0	-2	-3	101	9	34	2

Compound activity from PubChem.
